# Compound activity: PubChem, National Center for Advancing Translational Sciences (NCATS)
# IDH1 R132H inh = qHTS for Inhibitors of mutant isocitrate dehydrogenase 1 (IDH1): qHTS; Isocitrate dehydrogenase [NADP] cytoplasmic (Homo sapiens), O75874; IDH1-R132H enzyme, NADPH consumption, diaphorase/resazurin fluorescence; Potency, µM (series often up to 76.6 µM), for inactives: at the highest dose activity change, negative = inhibition, hits mostly inhibitors; 390,000 tested, 0.093% active; further: on the % scale 0 is the no-effect control and ±100 the full control effect; nearly all actives have a fitted effect of over 65% in size
# Target sequence (O75874 whole entry R132H, stated change not applied): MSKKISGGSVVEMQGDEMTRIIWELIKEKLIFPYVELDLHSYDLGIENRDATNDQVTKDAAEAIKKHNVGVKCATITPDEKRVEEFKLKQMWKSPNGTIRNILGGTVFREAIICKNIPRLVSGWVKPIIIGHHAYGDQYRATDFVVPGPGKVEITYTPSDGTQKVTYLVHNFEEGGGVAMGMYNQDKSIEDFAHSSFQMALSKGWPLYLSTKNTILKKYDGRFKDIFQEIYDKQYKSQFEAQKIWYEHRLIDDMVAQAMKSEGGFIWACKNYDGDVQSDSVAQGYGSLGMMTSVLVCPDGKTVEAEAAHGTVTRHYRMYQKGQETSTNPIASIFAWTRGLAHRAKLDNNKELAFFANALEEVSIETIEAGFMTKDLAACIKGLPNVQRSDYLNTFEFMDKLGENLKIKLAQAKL
#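 IDH1-R132H (0.5 ug/mL) preincubated 30 min with compound, then NADPH (0.016 mM) and alpha-KG (2 mM) added; 80 min at RT, pH 7.5. Remaining NADPH coupled via diaphorase/resazurin to fluorescence (540/590 nm); concentration-response curves normalized to no-enzyme control.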
# Vif-A3F inh = qHTS for Inhibitors of Vif-A3F Interactions: qHTS; AID 602313, 2012; Potency, µM (doses to about 46.1 µM), for the others: top-dose activity, negative = active; 390,000 tested, 0.2% active; HeLa A3F-eYFP + Vif (tagged APOBEC3F with the HIV-1 protein that degrades it), YFP fluorescence increase; further: % of control where 0% means no effect; nearly all actives have a fitted effect of over 65% in size
#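 Fluorescence increase (Ex 488/Em 500-530) after overnight compound treatment at 37 deg C flags inhibition of Vif-driven A3F-eYFP loss in stable HeLa A3F-eYFP/Vif cells seeded overnight beforehand.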
# RXFP1 agonist = qHTS Assay for Agonists of the Relaxin Receptor RXFP1. 370,000 tested, 0.3% active. Potency, µM (doses to about 57.5 µM), for the others: at the highest dose activation, usual class: activators. HEK293T-RXFP1 cAMP TR-FRET, 30 min; response scale: percent of porcine relaxin response, buffer zero. AID 2676, 2010. Relaxin receptor 1 (Homo sapiens), Q9HBX9; further: on the % scale 0 is the no-effect control and ±100 the full control effect; nearly all actives have a fitted effect of over 60% in size; many of its hits are not listed in these tables
#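 cAMP rise read by TR-FRET after 30 min, 37C compound exposure (up to 58 uM) in RXFP1-transfected HEK293 cells with Ro 20174 present. EC50 from Hill-equation fits, with 29 nM porcine relaxin as 100% and buffer as basal.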
# 12-LOX inh = Primary qHTS assay for inhibitors of human arachidonate 12S-lipoxygenase (ALOX12): Round 2 | Potency, µM (series often up to 108 µM), for the others: at the top dose activity change, negative = inhibition, hits mostly inhibitors | Polyunsaturated fatty acid lipoxygenase ALOX12 (Homo sapiens), P18054 | purified 12hLO, xylenol orange hydroperoxide absorbance | 580,000 tested, 1.1% active; further: on the % scale 0 is the no-effect control and ±100 the full control effect
#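 Purified human 12hLO (150 nM final) in 25 mM Hepes, 0.01% Triton X-100, pH 7.0 was preincubated 15 min at room temperature with compound. Then 40 uM arachidonic acid was added, 30 min. Hydroperoxide was read by Fe-XO absorbance ratio 573/405 nm.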
# rTrxR1 inhibitor = qHTS Assay for Inhibitors of Mammalian Selenoprotein Thioredoxin Reductase 1 (TrxR1): qHTS; recombinant rTrxR1, NADPH fluorescence consumption, selenite substrate; Potency, µM (top dose mostly 114 µM), inactives show at the top dose activity change, negative = inhibition, usual class: inhibitors; 390,000 tested, 1% active; AID 588453, 2011; further: on the % scale 0 is the no-effect control and ±100 the full control effect; nearly all actives have a fitted effect of over 65% in size
#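 Rat TrxR1 (90 nM in the dispensed reagent) was pre-reduced with 400 uM NADPH for 5 min at room temperature, then incubated with compound for 15 min. After 400 uM selenite was added, NADPH fluorescence (Ex 340/Em 450 nm) was followed for 8 min.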
# Vif-A3G inh = qHTS for Inhibitors of Vif-A3G Interactions: qHTS; HeLa A3G-eYFP + Vif (tagged APOBEC3G with the HIV-1 protein that degrades it), YFP fluorescence, overnight; Potency, µM (series often up to 46.1 µM), for inactives: at the highest dose activity, negative = active, hits mostly inhibitors; 410,000 tested, 0.076% active;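 further: on the % scale 0 is the no-effect control and ±100 the full control effect; nearly all actives have a fitted effect of over 60% in size; hits raise eYFP signal because A3G escapes Vif-driven loss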
# Target sequence (Q9HC16 whole entry, looked up): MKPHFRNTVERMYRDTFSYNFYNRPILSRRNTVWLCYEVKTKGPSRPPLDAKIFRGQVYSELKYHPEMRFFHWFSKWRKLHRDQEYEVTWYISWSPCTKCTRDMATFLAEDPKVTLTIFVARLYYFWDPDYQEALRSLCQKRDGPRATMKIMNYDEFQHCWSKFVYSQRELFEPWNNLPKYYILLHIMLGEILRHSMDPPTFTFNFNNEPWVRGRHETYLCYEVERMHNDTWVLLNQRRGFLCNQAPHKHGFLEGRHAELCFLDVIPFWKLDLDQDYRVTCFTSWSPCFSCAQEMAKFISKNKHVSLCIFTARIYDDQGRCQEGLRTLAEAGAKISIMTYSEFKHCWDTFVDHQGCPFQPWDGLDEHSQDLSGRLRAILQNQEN
#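 HeLa cells stably expressing Vif and C-terminally eYFP-tagged A3G, seeded overnight at 37 deg C, then exposed to compound by pintool overnight at 37 deg C. Rise in yellow fluorescence (Ex 488/Em 500-530, Acumen) marks blocked Vif-driven A3G degradation.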
# TrxR1 substrate = qHTS Assay for Substrates of Mammalian Selenoprotein Thioredoxin Reductase 1 (TrxR1): qHTS; 390,000 tested, 0.01% active; Potency, µM (top dose mostly 114 µM), inactives show at the highest dose activity change, negative = substrate turnover; purified TrxR1 substrate turnover, NADPH consumption readout; Thioredoxin reductase 1, cytoplasmic (Rattus norvegicus), O89049; further: on the % scale 0 is the no-effect control and ±100 the full control effect; nearly all actives have a fitted effect of over 50% in size
#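 Rat TrxR1, dispensed at 90 nM, was prereduced with 400 uM NADPH (final) for 5 min at ~22 deg C, then incubated with compound 15 min before 400 uM selenite. A first-read NADPH fluorescence drop versus no-compound background flagged substrates.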
# RGS4 inh = Inhibitors of Regulator of G Protein Signaling (RGS) 4: qHTS. Potency, µM (top dose mostly 114 µM), inactives show at the top dose activity change, negative = inhibition, most hits filed as inhibitors. AID 504845, 2011. Regulator of G-protein signaling 4 (Homo sapiens), P49798. 390,000 tested, 0.039% active. Transcreener GDP fluorescence polarization, RGS4-accelerated GTP hydrolysis; further: on the % scale 0 is the no-effect control and ±100 the full control effect; nearly all actives have a fitted effect of over 75% in size; some results filed as inactive show a strong effect at the top dose
# Target sequence (P49798 whole entry, looked up): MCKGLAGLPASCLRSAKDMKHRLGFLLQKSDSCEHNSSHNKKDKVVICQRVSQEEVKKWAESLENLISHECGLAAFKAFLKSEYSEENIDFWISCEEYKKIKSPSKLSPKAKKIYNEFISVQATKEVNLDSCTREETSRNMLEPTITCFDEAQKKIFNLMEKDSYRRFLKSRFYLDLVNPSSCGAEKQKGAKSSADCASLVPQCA
#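 MLSMR compounds (23 nl, pin-transferred) preincubated 10 min at room temperature with a 500nM (2x) first reagent, then RGS4 at 900nM (2x) plus Transcreener GDP mix added; fluorescence polarization (620/688 nm) read before and after 90 min at 30 °C.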
# USP1-UAF1 inh = Inhibitors of USP1/UAF1: Primary Screen. 390,000 tested, 0.23% active. Potency, µM (series often up to 57.1 µM), for the others: at the highest dose activity change, negative = inhibition, most hits filed as inhibitors. Ubiquitin carboxyl-terminal hydrolase 1 (Homo sapiens), O94782. recombinant USP1/UAF1, Ub-Rhodamine cleavage fluorescence. AID 743255, 2014; further: on the % scale 0 is the no-effect control and ±100 the full control effect; nearly all actives have a fitted effect of over 60% in size; inactives centre near -12
#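 USP1/UAF1 complex (1 nM) preincubated 15 min at room temperature with compound, then Ub-Rho substrate (150 nM final) added. Kinetic fluorescence at 480/540 nm over 6 reads at 60 s intervals; 50 mM HEPES pH 7.8, 0.5 mM EDTA, 0.1 mg/ml BSA, 1 mM TCEP, 0.01% Tween-20.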
# * marks the source's active call; other numbers are inactive results; i = inactive; ? = inconclusive; · = no result given; [ ] = dose if it differs, or a comment. The call rests on the fitted dose curve; in most records, active means well fitted curve in the direction sought with a large enough effect; inconclusive means small, poorly fitted or top-dose-only effect, or another doubt; inactive means no such curve, though single readings can be large; an effect the other way counts as inactive or inconclusive. Potency means the concentration at half of the fitted maximal effect. This is a subset, so the mix of outcomes need not match the whole.
SMILES,IDH1 R132H inh,Vif-A3F inh,RXFP1 agonist,12-LOX inh,rTrxR1 inhibitor,Vif-A3G inh,TrxR1 substrate,RGS4 inh,USP1-UAF1 inh
COc1cc(C2(c3ccc(O)c(OC)c3)C(=O)N(C)c3ccc(Br)cc32)ccc1O,-13%,-5%,·,70%,17%,0%,-1%,18%,-11%
N#CCCN(Cc1ccccc1)C(=O)CCC(=O)c1ccc(F)cc1,-2%,-6%,·,?,·,-1%,·,·,-17%
CCC(C)NC(=O)CSc1ncccc1C(=O)O (stereo not given),6%,0%,-4.6%,-2%,5%,-1%,-2%[57.1 µM],8%,7%
COc1cc(-c2nc(Cn3nnc(C(=O)Nc4cccc(Cl)c4)c3C)c(C)o2)cc(OC)c1OC,3%,3%,12%,-1%,-1%,2%,17%,-3%,-24%
Fc1ccc(Cc2cn3cc(-c4ccc(F)cc4)nc3s2)cc1,22%,-2%,5.7%,0%,19%,-2%,3%,-17%,-22%
COc1ccc(-c2noc3c2-c2nc(C(C)C)sc2CC3)cc1,15%,-1%,·,-21%,7%,-9%,-5%[57.1 µM],-35%,-32%
COc1ccc(/C=C2\SC(=O)N(CCC(=O)N3CCCCC3)C2=O)cc1OC,-12%,8%,0.3%,?,-5%,0%,-10%,9%,-10%
COC(=O)CCc1nc2c(C#N)c(-c3ccc(Cl)cc3)ccn2n1,12%,1%,4.0%,i,11%[57.1 µM],-4%,16%[57.1 µM],-17%,2%
Cc1cccc(N2CCN(S(=O)(=O)c3ccc(Cl)nc3)CC2C)c1 (stereo not given),3%,-3%,·,-6%,8%,3%,5%[57.1 µM],21%,-17%
COC(=O)c1c(NC(=O)c2ccccc2)sc2c1CC(C)(C)OC2,-1%,0%,-0.8%,3%,4%,-3%,-1%,-1%,7%
C/C(=N\NS(=O)(=O)c1ccc(C)c([N+](=O)[O-])c1)c1ccc2c(c1)OCO2,4%,-10%,-0.5%,-3%,20%,-8%,2%,13%,-22%
Cc1nc(SCC(=O)Nc2ccccc2Cl)cc(-c2ccccc2)n1,-4%,2%,?,-18%,-10%,2%,-8%,7%,-1%
O=C(NCC1CCCCC1)c1ccc(=O)[nH]c1,-15%,12%,2.4%,3%,3%,1%,-2%,18%,-25%
CN(Cc1ccccc1)C(=O)c1ccccc1Br,1%,-11%,1.8%,0%,14%,1%,2%,-2%,-1%
CC(C)CN(C(=O)CSc1nc(N)cc(N)n1)C1CCS(=O)(=O)C1 (stereo not given),3%,1%,·,-13%,7%[57.1 µM],0%,3%,-9%,-14%
CC(=O)Nc1ccc(-c2c(C)cc3oc(=O)cc(-c4ccccc4)c3c2C)cc1,-16%,1%,·,?,19%,0%,0%,12%,-23%
CC1(C)C(N(O)C(=O)Nc2ccc(Cl)cc2)N(c2ccc(Cl)cc2)C(=O)N1CC(=O)NN (stereo not given),0%,-2%,-1.0%,?,11%,-2%,7%,-10%,-3%
CSc1nc(NS(=O)(=O)c2cc(Br)ccc2Br)cc(=O)[nH]1,0%,3%,2.3%,?,26%,-12%,0%,1%,-12%
CCc1ccc(NC(=O)C2CCCN(S(=O)(=O)c3ccc4c(c3)oc(=O)n4C)C2)cc1 (stereo not given),4%,0%,0.7%,-19%,7%,0%,0%,4%,-18%
Cc1ccc(CSc2cn(CCNC(=O)c3cccs3)c3ccccc23)cc1,-15%,-2%,1.8%,0%,19%,-2%,-1%,3%,-21%
COc1ccc(-n2nc3c(c2NC(=O)CCCl)CSC3)cc1,-14%,?,2.6%,·,5%,1%,-7%,-7%,-6%
CCc1ccc(NC(=O)c2ccc3c(c2)N(Cc2ccc(C)cc2)CCS3)cc1,-22%,5%,-1.4%,?,34%[activator],2%,34%[activator],19%,-23%
O=[N+]([O-])c1ccc(Oc2cc(NC3CCCCCCC3)c([N+](=O)[O-])cc2[N+](=O)[O-])cc1,1%,-9%,1.0%,-20%,-14%,1%,-9%,-30%,-24%
O=C(CCN1CCc2ccccc2C1)c1ccc2c(c1)OCCO2,0%,0%,-0.7%,·,0.56µM*,-17%,0%,?,-10%
COc1ccc(/C=C/c2nc3ccccc3c(=O)n2-c2cccc(C(=O)O)c2)cc1,-1%,12%,7.9%,-15%,-5%,-12%,-12%,-18%,-17%

# 3 of the entries above in order of their number in TrxR1 substrate, high to low.
SMILES | RXFP1 agonist | 12-LOX inh | rTrxR1 inhibitor | TrxR1 substrate | RGS4 inh | USP1-UAF1 inh
COc1cc(C2(c3ccc(O)c(OC)c3)C(=O)N(C)c3ccc(Br)cc32)ccc1O | · | 70% | 17% | -1% | 18% | -11%
COc1ccc(-n2nc3c(c2NC(=O)CCCl)CSC3)cc1 | 2.6% | · | 5% | -7% | -7% | -6%
Cc1nc(SCC(=O)Nc2ccccc2Cl)cc(-c2ccccc2)n1 | ? | -18% | -10% | -8% | 7% | -1%

# More compounds follow:
SMILES,IDH1 R132H inh,Vif-A3F inh,RXFP1 agonist,12-LOX inh,rTrxR1 inhibitor,Vif-A3G inh,TrxR1 substrate,RGS4 inh,USP1-UAF1 inh
C=CCNC(=O)/C(=C\c1ccc(OC)cc1)NC(=O)c1ccc([N+](=O)[O-])cc1,-6%,2%,1.1%,-3%,5%[57.1 µM],2%,2%[57.1 µM],16%,-14%
C=C(C)C1Cc2nc(N)nc(C)c2C1 (stereo not given),2%,-10%,2.7%,-1%,-10%,-10%,2%,-11%,-11%
O=C(NCCC1CCCCN1S(=O)(=O)c1ccccc1)C(=O)NC1CC1 (stereo not given),-12%,4%,-1.2%,-13%,8%,1%,-1%,-5%,-6%
CSc1ccc(/C=N\NC(=O)CC(=O)NC(C)C)cc1,1%,1%,-0.5%,0%,16%,-2%,6%,-1%,-19%
COc1ccc(C(=O)N2CCN(C3CCC(c4ccccc4)CC3)CC2)cc1OC (stereo not given),0%,5%,3.5%,-24%,-5%,0%,-6%,-24%,-8%
CCc1ccc2c(c1)C1(SC(NC(C)=O)=NN1C(C)=O)C(=O)N2C(C)C (stereo not given),0%,0%,1.1%,6%,0%,0%,6%,4%,-9%
CCN(CC)S(=O)(=O)c1ccc(Cl)c(NC(=S)NC(=O)C2CCCC2)c1,-5%,0%,1.5%,16µM*,-8%,4%,-4%,-10%,-21%
O=C(c1ccc(F)cc1)N1CCC(C(=O)N2CCN(S(=O)(=O)c3ccccc3Br)CC2)CC1,-14%,?,0.1%,7%,3%[57.1 µM],-1%,1%[57.1 µM],8%,-24%
COc1ccc(OCC(=O)N2CCN(C(=O)COc3ccc(Br)cc3)CC2)cc1,0%,0%,0.4%,-5%,6%,2%,5%,24%,-7%
CCN(CC)C(=O)CCCc1c[nH]c2ccccc12,7%,-11%,1.1%,8%,18%[57.1 µM],1%,-15%[57.1 µM],-44%,-6%
Cc1ccc(C(=O)c2cnc3ccccc3c2-c2ccccc2)cc1,-5%,-6%,8.6%,-18%,-22%,-2%,-16%,-11%,-20%
COc1ccc(OC)c(NC(=O)C2CCCN2S(=O)(=O)c2cccc3nsnc23)c1 (stereo not given),0%,1%,0.2%,-4%,16%,-1%,-7%,11%,-5%
CC(C)(C)NC(=O)c1ccc(NC(=O)CSc2ccccc2)cc1,0%,0%,0.1%,2%,-5%,0%,-3%,-6%,-5%
O=C(N/N=C/C(Cl)=C\c1ccccc1)c1ccco1,1%,?,1.3%,-3%,-9%,-17%,-5%,-28%,-16%
CN(C)c1ccc(/C=C(/NC(=O)c2ccccc2)C(=O)NCCN2CCOCC2)cc1,-3%,4%,-2.8%,0%,3%,1%,-13%,3%,-20%
COc1ccccc1C(=O)Nc1c(C(=O)N(C)c2ccccc2)sc2nc(C)cc(C)c12,-3%,3%,1.0%,-5%,2%,0%,11%[11.4 µM],10%,-12%
CCOC(=O)N1CCN(C(=O)CN(C2CCCCC2)S(=O)(=O)c2ccc(Cl)cc2)CC1,-1%,-2%,-1.2%,?,4%,3%,0%,-30%,-6%
CCC(=O)Nc1cccc(NC(=S)NC(=O)c2ccccc2C)c1,1%,1%,-0.5%,-27%,?,5%,-9%,0%,-3%
S=c1[nH]nc(-c2n[nH]c3c2CCC3)n1/N=C/C=C/c1ccco1,-7%,2%,-2.3%,?,?,0%,-16%,-38%,-10%
CC(/C=C(\NC(=O)c1ccccc1)C(=O)N=Nc1c(O)[nH]c2ccc(C)cc12)=C\c1ccccc1,4%,1%,0.0%,-11%,7%[57.1 µM],-11%,7%[57.1 µM],39%,-13%
